USP17 inh: human USP17-like deubiquitinase inhibition; A8MUK1; purified USP17, Ub-rhodamine cleavage fluorescence, 3 h; inhibition, % at 50 µM; 47,000 tested, 6.5% active; AID 1645855
USP30 inh: blocks human USP30 ubiquitin-rhodamine cleavage. Q70CQ3. purified USP30, Ub-rhodamine cleavage fluorescence. inhibition, % at 25 µM. 47,000 tested, 5.3% active
OTUD3 inh: inhibitors of human OTUD3 deubiquitinase; purified OTUD3, Ub-rhodamine fluorescence, 2 h; inhibition, % at 25 µM; 47,000 tested, 0.7% active; AID 1645858
USP8 inh: inhibitors of human USP8 deubiquitinase | P40818 | purified USP8, Ub-rhodamine cleavage fluorescence, 30 min | inhibition, % at 20 µM | 47,000 tested, 4.2% active
USP28 block: human USP28 deubiquitinase inhibition | Q96RU2 | purified USP28, Ub-rhodamine cleavage fluorescence, 30 min | inhibition, % at 25 µM | 47,000 tested, 3% active | AID 1645857
Target sequence (Q96RU2 whole entry, looked up): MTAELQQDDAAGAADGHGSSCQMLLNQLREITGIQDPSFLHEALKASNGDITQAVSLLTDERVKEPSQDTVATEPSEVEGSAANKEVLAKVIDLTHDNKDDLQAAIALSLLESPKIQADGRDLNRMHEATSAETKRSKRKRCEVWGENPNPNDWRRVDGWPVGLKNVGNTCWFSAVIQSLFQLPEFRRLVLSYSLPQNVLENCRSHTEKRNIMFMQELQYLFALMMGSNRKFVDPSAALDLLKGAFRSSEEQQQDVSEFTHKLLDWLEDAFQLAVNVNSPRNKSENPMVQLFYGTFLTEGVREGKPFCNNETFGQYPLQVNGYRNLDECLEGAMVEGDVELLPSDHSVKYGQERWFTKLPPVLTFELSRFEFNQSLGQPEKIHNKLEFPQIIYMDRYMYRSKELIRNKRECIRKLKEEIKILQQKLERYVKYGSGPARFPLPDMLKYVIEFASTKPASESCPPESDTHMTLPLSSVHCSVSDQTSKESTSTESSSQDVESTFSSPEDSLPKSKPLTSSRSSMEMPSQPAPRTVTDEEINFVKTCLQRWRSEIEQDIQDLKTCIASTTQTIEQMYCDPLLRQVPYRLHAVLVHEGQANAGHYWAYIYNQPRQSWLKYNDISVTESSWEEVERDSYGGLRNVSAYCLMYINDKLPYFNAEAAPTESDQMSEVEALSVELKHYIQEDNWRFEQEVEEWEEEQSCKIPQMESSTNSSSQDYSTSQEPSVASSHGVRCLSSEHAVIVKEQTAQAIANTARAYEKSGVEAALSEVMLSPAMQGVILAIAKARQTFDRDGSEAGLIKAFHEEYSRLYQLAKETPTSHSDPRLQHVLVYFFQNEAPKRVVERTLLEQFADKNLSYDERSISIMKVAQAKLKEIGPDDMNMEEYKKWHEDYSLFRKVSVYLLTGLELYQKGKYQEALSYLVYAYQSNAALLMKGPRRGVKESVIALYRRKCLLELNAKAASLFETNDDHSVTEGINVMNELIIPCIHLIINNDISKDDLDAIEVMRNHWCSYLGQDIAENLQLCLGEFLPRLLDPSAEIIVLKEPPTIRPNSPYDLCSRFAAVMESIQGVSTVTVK
UCHL1 inh: inhibitors of human UCHL1 deubiquitinase | purified UCHL1, Ub-rhodamine cleavage fluorescence | AID 1645859 | P09936 | 47,000 tested, 0.2% active | inhibition, % at 20 µM
USP10 inh: inhibitors of human USP10 deubiquitinase; Q14694; purified USP10, Ub-rhodamine fluorescence, 60 min; inhibition, % at 20 µM; 47,000 tested, 1.1% active
USP7 inh: inhibitors of human USP7 deubiquitinase; Q93009; purified USP7, Ub-rhodamine cleavage fluorescence; inhibition, % at 20 µM; 47,000 tested, 0.3% active
* hit, by the source's call; i = inactive; / = not tested or not shown. Rule as the data show it: active = inhibition above about 30%; inactive = the rest.

[1] COCC1CN(C(=O)c2cccn2C)Cc2cn(C)nc21 (centres undefined)
[2] CN1C(=O)c2ccccc2C1(Nc1ccccn1)c1ccccc1 (centres undefined)
[3] CCC1Oc2ccccc2C(=O)N(Cc2ccccc2F)C1=O (centres undefined)
[4] Cc1cc(-c2ncc(C)[nH]2)nc(CC2CCN(C(=O)C3CCC3)CC2)n1
[5] C[C@H]1C(=O)N(C)[C@@H]2CCN(S(=O)(=O)c3ccc(Cl)cc3)[C@@H]2C(=O)N1C
[6] COc1ccc(C(=O)N2CCc3nc(C(=O)Nc4ccccc4)sc3CC2)cc1
[7] Cc1cc(C)cc(NC(=O)CCn2ccc(=O)[nH]c2=O)c1
[8] COc1cccc2[nH]c(C(=O)Nc3ccc4c(c3)OCCO4)cc12
entry no. | 1 | 2 | 3 | 4 | 5 | 6 | 7 | 8
OTUD3 inh | -16 | 0 | 16 | 8 | 0 | 4 | 0 | -24
UCHL1 inh | -7 | 0 | 4 | 0 | 3 | 6 | -2 | -1
USP28 block | -21 | 7 | 27 | 2 | 0 | 10 | 6 | -13
USP10 inh | -6 | 1 | 5 | -2 | 2 | 3 | 3 | -5
USP30 inh | -59 | 13 | 29 | 0 | 12 | 19 | -2 | -94
USP17 inh | -34 | 2 | 18 | 1 | 0 | 1 | -1 | -17
USP7 inh | -3 | -2 | -33 | 3 | 9 | 0 | -5 | 1
USP8 inh | -148 | 0 | 23 | 0 | 6 | -47 | 0 | -8

Among those listed so far, two contain a halogen:
[3] CCC1Oc2ccccc2C(=O)N(Cc2ccccc2F)C1=O (centres undefined)
[5] C[C@H]1C(=O)N(C)[C@@H]2CCN(S(=O)(=O)c3ccc(Cl)cc3)[C@@H]2C(=O)N1C
entry no. | 3 | 5
OTUD3 inh | 16 | 0
UCHL1 inh | 4 | 3
USP28 block | 27 | 0
USP10 inh | 5 | 2
USP30 inh | 29 | 12
USP17 inh | 18 | 0
USP7 inh | -33 | 9
USP8 inh | 23 | 6

(listing goes on)
[9] O=C(NCc1ccco1)C1CCN(S(=O)(=O)c2cccc3cnccc23)CC1
[10] CC(C)(C)c1cc2n(n1)[C@@H](C(F)F)C[C@@H](C1CCN(C(=O)C3CCCCC3)CC1)N2
[11] COc1ccccc1C(=O)N1CCN2Cc3ccccc3N(C)CC2C1 (centres undefined)
[12] Cc1cc(C)n(CC2CN(Cc3ccc(F)cc3C#N)CCO2)n1 (centres undefined)
[13] Cc1nc(-c2cncc(-c3cccs3)c2)cc(N2CCCCC2)n1
[14] CCOC(=O)c1ccc(Nc2nnc(C)c(=O)[nH]2)cc1
[15] Cc1ncc(-c2ccccn2)c(C2CCC(CNC(=O)CCCc3ccncc3)CC2)n1 (centres undefined)
[16] Cc1ccc(-c2nccn3cc(C(=O)NCCN4CCN(C)CC4)nc23)cc1
entry no. | 9 | 10 | 11 | 12 | 13 | 14 | 15 | 16
OTUD3 inh | -3 | -21 | -190 | -7 | 0 | -1 | 3 | 5
UCHL1 inh | 16 | 4 | -149 | -1 | 7 | -2 | -2 | 3
USP28 block | 1 | -14 | -253 | -4 | / | -2 | -4 | 0
USP10 inh | -11 | 0 | -1 | -6 | 5 | 0 | -1 | 1
USP30 inh | -130 | -65 | i | -13 | / | -8 | 0 | 8
USP17 inh | 34* | -8 | -155 | / | 7 | -1 | 0 | 6
USP7 inh | -19 | -6 | -137 | -4 | / | 1 | 1 | 0
USP8 inh | 7 | -249 | -377 | -3 | 5 | -12 | 2 | 8

A few values from the results shown.
USP10 inh, Cc1ccc(-c2nccn3cc(C(=O)NCCN4CCN(C)CC4)nc23)cc1 stands at 1
USP7 inh, COc1ccccc1C(=O)N1CCN2Cc3ccccc3N(C)CC2C1 (centres undefined) stands at -137

(further entries)
[17] CN(c1ccccc1)c1ccc2ccc(C(=O)NCCc3ccccn3)cn12
[18] Cc1ccc(CNC(=O)CCCn2c(=O)c3sccc3n(CC(=O)Nc3cc(Cl)ccc3C)c2=O)cc1
[19] CC(=O)Nc1ccc(C(=O)NCc2cccc(F)c2)c(N2CCOCC2)c1
[20] CC1(C)NS(=O)(=O)N(CCc2ccccc2)C1=O
[21] O=C(NCCN1CCCCC1)C1CCCN1c1nnc(N2CCCC2=O)s1 (centres undefined)
[22] COc1ccc(S(=O)(=O)N2CCc3ccccc32)cc1C(=O)Nc1ccc2[nH]c(=O)[nH]c2c1
[23] CC(C)n1c(SCC(=O)N2CCCC2)nnc1-c1ccc2c(c1)OCCCO2
[24] CC1(C(=O)NCc2ccccc2)CCN(C(=O)c2cccc(F)c2)CC1
entry no. | 17 | 18 | 19 | 20 | 21 | 22 | 23 | 24
OTUD3 inh | -37 | 40* | 7 | 2 | -1 | -4 | -5 | -2
UCHL1 inh | -9 | -1 | 2 | -1 | -4 | 2 | 0 | 3
USP28 block | -40 | 55* | 11 | -1 | -7 | 37* | 0 | /
USP10 inh | -4 | 28 | 4 | 0 | 2 | 31* | 1 | 3
USP30 inh | -112 | 21 | 21 | 23 | -6 | 87* | 3 | /
USP17 inh | -23 | 74* | 7 | 9 | 2 | 27 | -2 | -3
USP7 inh | -16 | 19 | 2 | 0 | 2 | 8 | -3 | 2
USP8 inh | -78 | 29 | 12 | 7 | -9 | 73* | 3 | 3

[25] COc1ccccc1CNC(=O)CCCCn1c(=O)c2ccccc2n(Cc2ccccc2C#N)c1=O
[26] O=C(CN1CCC(Nc2nc3c(c(=O)[nH]2)CCC3)CC1)NC(c1ccccc1)c1ccccc1
[27] O=C(Nc1nccn(-c2ccc3c(c2)CCC3)c1=O)c1cccc(F)c1
[28] O=C(O)c1cccc(Nc2c(-c3cccc(O)c3)nc3cnccn23)c1
[29] O=C(CSc1nccn1-c1ccc([N+](=O)[O-])cc1)NCc1ccc2c(c1)OCO2
[30] Cn1c(N2CCCC(C(=O)NC3CCCCCC3)C2)cc(=O)n(C)c1=O (centres undefined)
[31] CCn1c(CNS(=O)(=O)c2ccc(Cl)cc2)nnc1SCc1ccc([N+](=O)[O-])cc1
[32] COc1ccc(/C=C/C(=O)Nc2cc(C)ccn2)cc1
entry no. | 25 | 26 | 27 | 28 | 29 | 30 | 31 | 32
OTUD3 inh | 22 | 8 | 6 | -18 | -1 | 2 | 14 | 4
UCHL1 inh | 1 | 3 | 4 | 0 | -2 | -2 | 3 | 2
USP28 block | 21 | 1 | 5 | -31 | -4 | -8 | 29 | 46*
USP10 inh | 28 | -5 | 2 | -4 | 0 | -1 | 5 | -1
USP30 inh | 27 | -20 | 15 | -155 | -2 | -4 | 23 | 29
USP17 inh | 65* | 26 | 5 | -44 | -23 | 2 | -5 | 13
USP7 inh | 1 | -1 | 0 | 3 | -3 | -2 | -38 | 3
USP8 inh | 0 | -10 | -2 | -11 | -132 | -189 | -90 | -3

Profiles, quoted from the list:
Cc1ccc(CNC(=O)CCCn2c(=O)c3sccc3n(CC(=O)Nc3cc(Cl)ccc3C)c2=O)cc1 reads OTUD3 inh: 40*; UCHL1 inh: -1; USP28 block: 55*; USP10 inh: 28; USP30 inh: 21; USP17 inh: 74*; USP7 inh: 19; USP8 inh: 29
CCC1Oc2ccccc2C(=O)N(Cc2ccccc2F)C1=O (centres undefined) reads OTUD3 inh: 16; UCHL1 inh: 4; USP28 block: 27; USP10 inh: 5; USP30 inh: 29; USP17 inh: 18; USP7 inh: -33; USP8 inh: 23

Later entries
[33] COc1ccc(-c2cc(C(F)F)n3ncc(C(=O)Nc4ccc5c(c4)OCCO5)c3n2)cc1
[34] Cc1ccc(NS(=O)(=O)c2cc(C(=O)NC3CCCC3)ccc2C)cc1C
[35] COc1ccc(C)cc1NC(=O)N1CCC2(C1)Nc1cccnc1NC2=NC1CCCC1 (centres undefined)
[36] Cc1ccc(NC(=O)c2cccc(OCc3c(C)noc3C)c2)c(C)c1
[37] O=C(c1cn(-c2ccc(F)cc2)nn1)N1CCCCC1
[38] O=C(c1cn(-c2ccc(-c3nc(C4CC4)no3)cn2)cn1)N1CCCCCC1
[39] O=C1CC(c2ccco2)CC2=C1C(c1ccc(Cl)cc1)Nc1ccccc1N2 (centres undefined)
[40] O=C(CCc1nnc2n(Cc3ccccc3)c(=O)c3ccccc3n12)NC1CCN(Cc2ccccc2)CC1
entry no. | 33 | 34 | 35 | 36 | 37 | 38 | 39 | 40
OTUD3 inh | 2 | -3 | -86 | 0 | 4 | 2 | -50 | 3
UCHL1 inh | 3 | 5 | -18 | -1 | 0 | 1 | -26 | 1
USP28 block | 5 | -6 | -109 | 5 | 7 | 8 | -61 | 6
USP10 inh | 3 | 7 | -15 | 2 | 0 | 1 | -5 | -2
USP30 inh | 56* | -11 | -398 | 21 | 20 | 16 | -430 | 7
USP17 inh | 11 | -16 | -78 | 8 | 4 | 1 | -28 | -3
USP7 inh | 4 | 0 | -18 | 1 | 0 | 3 | -36 | -14
USP8 inh | 4 | 0 | -77 | -1 | 17 | 11 | -15 | 13

[41] Cc1sc2ncn(CC(=O)N3CCOCC3)c(=O)c2c1-c1ccccc1
[42] O=C(c1cnc2scc(-c3ccccc3)n2c1=O)N1CCOCC1
[43] Cc1ccc(Nc2c(-c3ccccc3O)nc3c[n+](CC(N)=O)ccn23)cc1
[44] COc1ccc(C)cc1NC(=O)CCN1C(=O)c2cccnc2Sc2ccccc21
[45] CC(C(=O)Nc1cc(Cl)ccc1Cl)N1CCN(c2ccccc2O)CC1 (centres undefined)
[46] Cc1cc(OCc2ccc(Cl)cc2Cl)cc2c1C(=O)CC(C)(C)O2
[47] O=C(Nc1ccc(N2CCOCC2)c(S(=O)(=O)Nc2ccccc2Cl)c1)C1CCCC1
[48] CC(C)(C)c1ccc(NC(=O)CNC2CCCc3ccccc32)cc1 (centres undefined)
entry no. | 41 | 42 | 43 | 44 | 45 | 46 | 47 | 48
OTUD3 inh | 0 | 1 | -54 | 0 | 1 | 5 | 13 | 0
UCHL1 inh | -4 | -2 | 4 | -3 | 10 | 4 | 7 | 2
USP28 block | -1 | -3 | -81 | -16 | 4 | 7 | 15 | -6
USP10 inh | 0 | 0 | 0 | 0 | 3 | 2 | 11 | -2
USP30 inh | -12 | 4 | -224 | -12 | 6 | 4 | 12 | -13
USP17 inh | 4 | -3 | -64 | -15 | 9 | 5 | 8 | -21
USP7 inh | -4 | 0 | -5 | 0 | -3 | 3 | 8 | 3
USP8 inh | 3 | -12 | 37* | -18 | 27 | 10 | 5 | -218

[49] O=c1c2[nH]c3ccccc3c2ncn1CCc1ccccc1
[50] CC(C)C(=O)N1CCN(C(=O)Nc2ccccc2)CC2(CNC(=O)C2)C1 (centres undefined)
[51] CN1C(=O)OC[C@@H]2CCN(C(=O)Nc3cccc(F)c3)C[C@H]21
[52] COCCNC(=O)c1nc(-c2cn(-c3ccccc3)cn2)n2ccccc12
[53] Cc1cc(C)cc(NC(=O)Cn2cnc3c(nnn3Cc3ccccc3F)c2=O)c1
[54] CCOC(=O)C1CCCCN1C(=O)CCc1c(C)nc2ncnn2c1C (centres undefined)
[55] O=C(Nc1ccc(Br)c(C(=O)c2ccccc2)c1)c1ccc(S(=O)(=O)N2CCc3ccccc3C2)cc1
[56] Cn1c(CN2CCN(Cc3ccccc3)CC2)nc2ccccc21
entry no. | 49 | 50 | 51 | 52 | 53 | 54 | 55 | 56
OTUD3 inh | 0 | -8 | -2 | -28 | -7 | 16 | 5 | -14
UCHL1 inh | 2 | -4 | -1 | -9 | 0 | 0 | 3 | -6
USP28 block | 1 | -14 | 0 | -25 | -6 | 12 | 4 | -18
USP10 inh | 7 | -1 | -1 | -4 | 15 | 0 | 7 | -8
USP30 inh | 26 | 1 | 0 | -102 | -5 | 22 | 9 | -65
USP17 inh | 12 | -2 | 1 | -85 | 10 | 8 | 8 | -15
USP7 inh | 6 | 0 | 1 | -17 | 12 | 1 | 7 | -1
USP8 inh | 18 | 0 | 4 | -251 | 13 | 22 | -11 | -4

[57] CCOC(=O)C1CCN(C(=O)c2ccc(NS(=O)(=O)c3ccc(F)cc3C)cc2)CC1
[58] CCN(CC)c1nc(Nc2ccc(Cl)cc2)c2cnn(C)c2n1
[59] COc1cc2c(=O)n(CCC(=O)NC3CCCC3)c(=O)n(CC(=O)Nc3ccc(C)c(F)c3)c2cc1OC
[60] O=C(Nc1ccccc1Sc1ncc([N+](=O)[O-])cc1C(F)(F)F)C1CC1
[61] O=C(Nc1ccc2c(c1)OCCO2)C1CC(=O)N(C2CCCCC2)C1 (centres undefined)
[62] COC(=O)c1c(NCc2ccc(F)cc2)c2cccc(Cl)c2[nH]c1=O
[63] Cc1ncc(-c2ccc(S(=O)(=O)Nc3ccccc3)cc2)o1
[64] COc1cccc(CNC(=O)c2snc(-c3ccncc3)c2N)c1
[65] Cc1cccc(C)c1OCCN1C(=O)C2CN(C(N)=O)CCN2C1=O (centres undefined)
entry no. | 57 | 58 | 59 | 60 | 61 | 62 | 63 | 64 | 65
OTUD3 inh | 12 | -3 | 9 | -1 | 7 | 4 | -3 | -5 | 11
UCHL1 inh | 1 | 12 | 2 | 0 | 0 | 4 | -2 | -1 | 3
USP28 block | 3 | 16 | 2 | -21 | 0 | 13 | -8 | -11 | 4
USP10 inh | 1 | 12 | 11 | 2 | 0 | 5 | 0 | 2 | 0
USP30 inh | 20 | -4 | 34* | -10 | 4 | 11 | -7 | -31 | 18
USP17 inh | 8 | -2 | -4 | -27 | 0 | 2 | -10 | -55 | 8
USP7 inh | 5 | 11 | -7 | -1 | 1 | 1 | -1 | -3 | 0
USP8 inh | 12 | 1 | 2 | -128 | -13 | 6 | 0 | -222 | 1

Screening results from PubChem.
